# Assay outcomes (PubChem BioAssay)
# NCI-60 one-dose screen, 48 h, at 10 µM unless noted. Numbers give growth in % (100 = growth as untreated, 0 = no growth, -100 = all killed).
# ACHN = ACHN renal cancer. AID 1794771. actives 4.9% (n = 81,000)
# 786-0 = 786-0 renal cancer cells; actives 5.1% (n = 81,000); AID 1794775
# SN12C = SN12C renal cancer cells; actives 3.8% (n = 81,000); AID 1794767
# TK-10 = TK-10 renal cancer cells. actives 3.9% (n = 81,000)
# IGROV1 = IGROV1 ovarian cancer; actives 4.7% (n = 79,000); AID 1794786
# RXF 393 = RXF 393 renal cancer cells; actives 6.9% (n = 77,000); AID 1794773
# UO-31 = UO-31 renal cancer; actives 5.2% (n = 81,000); AID 1794768
# SK-OV-3 = SK-OV-3 ovarian cancer cells; actives 3.2% (n = 80,000); AID 1794785
# Starred values were filed as active, the others as inactive; / = not tested or not shown; ! = a repeat was not active. The calls were made as follows: active = growth percent below 10; inactive = the rest.
(1) Clc1ccc2nc(-c3cccs3)[nH]c2c1
(2) COc1ccc(C2CC(c3ccco3)=NN2c2ccc(S(=O)(=O)NC(=O)NCc3ccccc3)cc2)cc1 (centres undefined)
(3) Nc1[nH]nc2[nH]c(=O)n3c4ccccc4nc3c12
(4) O=C1C=C(c2ccccc2)C(c2ccccc2)C1O (centres undefined)
(5) O=C(Cn1ccc2ccccc21)Nc1ccc(-c2nc3ccccc3s2)cc1
(6) CC(=O)NC1Oc2ccccc2-c2oc(=O)c(-c3ccccc3)cc21 (centres undefined)
(7) O=C(N/N=C\c1ccc(Cl)cc1Cl)c1ccncc1
(8) NC(=O)c1c(NC(=O)c2ccc3ccccc3c2)sc2c1CCC(=O)C2

screen / no. | 1 | 2 | 3 | 4 | 5 | 6 | 7 | 8
ACHN | 108 | 101 | 94 | 102 | 111 | 99 | 105 | 34
786-0 | 98 | 99 | 107 | 105 | 103 | 85 | 91 | 100
SN12C | 104 | 106 | 98 | 95 | 101 | 97 | 99 | 51
TK-10 | 95 | 93 | 111 | 110 | 104 | 105 | 91 | 96
IGROV1 | 111 | 113 | 68 | 117 | 74 | 97 | 96 | 43
RXF 393 | / | 113 | 99 | 101 | 113 | 103 | 118 | 61
UO-31 | 85 | 99 | 80 | 85 | 92 | 88 | 91 | 27
SK-OV-3 | 92 | / | 93 | 103 | 102 | 111 | 117 | 104

(9) N=C(N)SCCCCCSC(=N)N
(10) Nc1ncnc2c1CN(Cc1ccccc1)CC2
(11) Cc1c(-c2ccc3c(c2)OCCO3)cccc1-c1nnc([C@H](N)CO)o1
(12) O=C(NNC(=S)Nc1ccc(C(=O)O)c(O)c1)c1ccncc1
(13) Cc1c(-c2ccccc2)nc(NCCO)c(C#N)c1C#N
(14) COc1cc(F)c(F)c(Nc2ccc(I)cc2F)c1NS(=O)(=O)C1(C[C@H](O)CO)CC1
(15) COc1ccc(NS(=O)c2c(C)cc(C)cc2C)cc1 (centres undefined)
(16) CCOC(=O)c1[nH]c(=S)n(-c2ccccc2)c1C(=O)OCC

screen / no. | 9 | 10 | 11 | 12 | 13 | 14 | 15 | 16
ACHN | 99 | 103 | 111 | 110 | 95 | 38 | 81 | 105
786-0 | 101 | 101 | 101 | 106 | 102 | 54 | 88 | 103
SN12C | 92 | / | 104 | 102 | 89 | 51 | 89 | 107
TK-10 | 100 | 108 | 92 | 109 | 94 | 28 | 91 | 123
IGROV1 | 99 | 118 | 103 | 106 | 89 | 9.4* | 93 | 113
RXF 393 | 110 | 122 | 107 | 108 | 96 | -2.2* | 91 | 90
UO-31 | 84 | 76 | 90 | 92 | 76 | 16 | 66 | 94
SK-OV-3 | 84 | 103 | 97 | 112 | 111 | 51 | 94 | 104

(17) C=C(C)C(=O)N(C)c1cccc(Br)c1C
(18) CCOc1cc(/C=N/NC(=O)N(c2ccccc2)c2ccccc2)ccc1O
(19) CC1=CC(=O)C2(C)C(C)=C(C)C12C (centres undefined)
(20) O=C(Cc1ccccc1)NS(=O)(=O)c1ccccc1
(21) O=c1cc(CO)[nH]c(=O)[nH]1
(22) O=C1CNC(=O)N1CN1CCOCC1
(23) Oc1ccc(CC2=NCCc3cc(O)c(O)cc32)cc1O
(24) CCNS(=O)(=O)c1ccc(OCCOc2ccc(S(=O)(=O)NCC)cc2)cc1

screen / no. | 17 | 18 | 19 | 20 | 21 | 22 | 23 | 24
ACHN | 103 | 103 | 100 | 105 | 104 | 94 | 102 | 100
786-0 | 96 | 95 | 98 | 102 | 103 | 95 | 101 | 99
SN12C | 96 | 103 | 89 | 92 | 101 | 98 | 96 | /
TK-10 | 89 | 95 | 84 | 109 | 123 | 96 | 129 | 89
IGROV1 | 102 | 94 | 107 | 112 | 119 | 114 | 107 | 96
RXF 393 | 99 | 114 | 102 | 105 | 102 | / | 101 | 112
UO-31 | 81 | 78 | 88 | 95 | 84 | 97 | 78 | 87
SK-OV-3 | 110 | 108 | 101 | 115 | 107 | 101 | 112 | 98

(25) CCCCCCCC(CO)CCCCC (centres undefined)
(26) O=C1c2ccccc2C(=O)N1CC#CCN1C(=O)c2ccccc2C1=O
(27) CCCn1cnc2c(Sc3c([N+](=O)[O-])ncn3C)nc(N)nc21
(28) CC1CCCCC1C(O)(C(=O)O)C1CCCCC1C (centres undefined)
(29) O=C(CN1CCCCC1)c1ccc(/C=C/c2ccc(Cl)cc2)cc1
(30) Cc1cccc(-c2nnc(-c3cccc4ccccc34)o2)c1
(31) CCN(CC)CCOc1ccc(NC(=O)C(C(C)C)N2C(=O)/C(=C/c3ccc(Br)cc3)SC2=S)cc1 (centres undefined)
(32) COc1ccc(NC(=O)/C=C/c2ccccc2)cn1

screen / no. | 25 | 26 | 27 | 28 | 29 | 30 | 31 | 32
ACHN | 102 | 91 | 101 | 105 | 97 | 82 | 62 | 108
786-0 | 101 | 107 | 109 | 104 | 101 | 106 | / | 96
SN12C | 112 | 92 | 98 | 107 | 90 | 92 | 73 | 99
TK-10 | 110 | 87 | 97 | 97 | 97 | 102 | 96 | 93
IGROV1 | 109 | 105 | 72 | 105 | 118 | 65 | 82 | 114
RXF 393 | 108 | 99 | 106 | 103 | 85 | 100 | 72 | 113
UO-31 | 89 | 90 | 70 | 85 | 77 | 45 | 74 | 96
SK-OV-3 | 102 | 103 | 109 | 99 | 105 | 92 | 113 | 115

(33) Cc1ccc(-c2cnc3sc(C(=O)NN)c(C)n23)cc1
(34) CC(C)(CCO)c1ccccc1
(35) COc1ccc2occ(C3=C(c4cn(C)c5ccccc45)C(=O)N(O)C3=O)c2c1
(36) O=S(=O)(Nc1cccnc1Oc1ccccc1)c1cc(Cl)ccc1Cl
(37) O=C(N/N=C/c1ccc(Oc2ccccc2)cc1)c1cnn2c1NC(c1ccccc1)C2 (centres undefined)
(38) O=C1COCCN1c1ccc(N2C(=O)C(Cl)C2c2cn(Cc3ccccc3)c3ccccc23)cc1 (centres undefined)
(39) COc1ccc(OC)c(C2=NN(c3ccc(S(N)(=O)=O)cc3)C(c3cc(OC)c(OC)c(OC)c3)C2)c1 (centres undefined)
(40) O=C(Nc1ccc(Cl)cn1)c1cccc(N2C(=O)/C(=C/c3cccc(F)c3)SC2=S)c1

screen / no. | 33 | 34 | 35 | 36 | 37 | 38 | 39 | 40
ACHN | 106 | 104 | 87 | 110 | 35 | 103 | 81 | 103
786-0 | 104 | 107 | 82 | 103 | 41 | 101 | 108 | 103
SN12C | 112 | 99 | 90 | 99 | 72 | 103 | 82 | 97
TK-10 | 132 | 100 | 114 | 112 | 67 | 126 | 145 | 102
IGROV1 | 104 | 109 | 76 | 100 | 59 | 106 | 74 | 91
RXF 393 | 110 | 119 | 101 | 109 | 72 | 108 | 73 | 111
UO-31 | 97 | 93 | 56 | 89 | 61 | 72 | 47 | 83
SK-OV-3 | 106 | 106 | 86 | 109 | 49 | 102 | 92 | 107

(41) O=C1c2ccccc2C(=O)c2c(N/N=C3\SC(=Nc4ccccc4)N(c4ccccc4)C3=S)cccc21
(42) Clc1ccc(COc2ccc(Nc3ncnc4c3sc3ncccc34)cc2)cc1Cl
(43) COc1ccc2c(c1)/C(=N\N=C\c1cc(OC)c(OC)c(OC)c1)C(=O)N2
(44) C=CC[n+]1cccc2c3ccccc3ccc21
(45) C1Cc2[nH]nc(-c3n[nH]c4c3CCC4)c2C1
(46) O=[N+]([O-])c1ccc2c(c1)C(=Nc1ccc(N=C3c4cc([N+](=O)[O-])ccc4-c4ccc([N+](=O)[O-])cc43)cc1)c1cc([N+](=O)[O-])ccc1-2
(47) CCOC(=O)N1CCc2c(sc3ncnc(OCc4cn([C@@H]5OC(COC(C)=O)[C@H](OC(C)=O)[C@H](OC(C)=O)C5OC(C)=O)nn4)c23)C1 (some centres undefined)
(48) C=CCOC(=O)C1=C(C)NC2=C(C(=O)CC(C)(C)C2)C1CCC (centres undefined)

screen / no. | 41 | 42 | 43 | 44 | 45 | 46 | 47 | 48
ACHN | 103 | 101 | 91 | 88 | 101 | 107 | 106 | 98
786-0 | 106 | 100 | 112 | 66 | 101 | 101 | 108 | 95
SN12C | 107 | 99 | 98 | 8.7* | 99 | 111 | 100 | 98
TK-10 | 138 | 99 | 117 | 67 | 101 | 102 | 108 | 112
IGROV1 | 127 | 109 | 100 | 73 | 104 | 101 | 111 | 102
RXF 393 | 122 | 97 | 108 | 70 | 109 | 105 | 110 | 107
UO-31 | 106 | 95 | 64 | 57 | / | 75 | 87 | 80
SK-OV-3 | 119 | 107 | 95 | 77 | 108 | 101 | 87 | 92

(49) O=C1Nc2ccc(Cl)cc2/C1=C/c1cccc(OCc2ccccc2)c1
(50) CC(C)c1ccc(C2=C/C(=C\c3ccc(Br)cc3)C(=O)N2CCc2ccc(S(N)(=O)=O)cc2)cc1
(51) O=[N+]([O-])c1cc2c(c([N+](=O)[O-])c1)Nc1ccccc1O2
(52) CN(C(=O)CSC(N)=O)c1ccccc1
(53) Cc1ccc(C(c2ccc(C)c(C)c2)C(O)C(O)C(O)C(O)CO)cc1C (centres undefined)
(54) C=C1C(=O)O[C@H]2[C@H]1CC/C(Cn1cc(-c3ccc(F)cc3)nn1)=C\CC[C@@]1(C)O[C@@H]21
(55) O=C(Nc1ccc([N+](=O)[O-])cc1Cl)c1cc(Cl)ccc1O
(56) COc1cc(C2C=C(c3cccc(NC(C)=O)c3)Nc3ncnn32)cc(OC)c1OC (centres undefined)

screen / no. | 49 | 50 | 51 | 52 | 53 | 54 | 55 | 56
ACHN | 24 | 101 | 72 | 116 | 98 | -20* | 8.0* | 53
786-0 | 41 | 106 | 64 | 110 | 99 | -71* | -36* | 50
SN12C | 36 | 104 | 71 | 105 | 98 | -14* | 3.1* | 33
TK-10 | 77 | 109 | 79 | 99 | 99 | -93* | 7.5* | 4.8*
IGROV1 | 37 | 100 | 54 | 112 | 102 | -40* | 14 | 30
RXF 393 | -0.9* | / | 88 | 103 | 106 | -68* | -22* | -28*
UO-31 | / | 76 | 23 | 101 | 95 | -81* | -32* | 60
SK-OV-3 | 75 | 102 | 78 | 105 | 116 | 102 | 4.2*! | 36

(57) NC1(N2SC(S)=C3CCCC=C32)CCCCC1
(58) CC(=O)OCC1OC(OC(C)=O)C(NC(=O)NS(=O)(=O)c2ccc(CCNC(=O)c3cccc(Cl)c3)cc2)C(OC(C)=O)C1OC(C)=O (centres undefined)
(59) CCNCCNc1cc(-c2ccc(Cl)c(Cl)c2)c(C#N)c2nc3ccccc3n12
(60) Cc1nn(-c2ccc(C#N)cc2)c2nc3c(nc12)C(=O)C(=O)c1ccccc1-3
(61) Cc1ccc(S(=O)(=O)N2CCN(S(=O)(=O)c3oc(-c4ccccc4)nc3C#N)CC2)cc1
(62) O=C(NOC(=O)c1ccccc1)c1ccccc1
(63) C/C(=N\N=C1/NC(=O)C(CC(=O)O)S1)c1nnn(-c2ccc([N+](=O)[O-])cc2)c1C (centres undefined)
(64) C#CC(C(C)C)N(CCO)CCCC (centres undefined)

screen / no. | 57 | 58 | 59 | 60 | 61 | 62 | 63 | 64
ACHN | 102 | 101 | -90* | 93 | 69 | 101 | 102 | 100
786-0 | 106 | 110 | -85* | 99 | 87 | 94 | 104 | 108
SN12C | 104 | 101 | -69* | 95 | 77 | 108 | 101 | 102
TK-10 | 100 | 119 | -84* | 118 | 77 | 98 | 97 | 107
IGROV1 | 94 | 109 | -71* | 116 | 81 | 107 | 104 | 115
RXF 393 | 129 | 107 | -91* | 107 | 88 | 110 | 100 | 100
UO-31 | 79 | 82 | -84* | 96 | 62 | / | 88 | 97
SK-OV-3 | 100 | 117 | -94* | 103 | 88 | 109 | 104 | 106

(65) S=C(c1ccccc1)N1CCN(c2ccccc2Cl)CC1
(66) O=C(CSc1nc2sc3c(c2c(=O)n1-c1ccc(Cl)cc1)CCCC3)NN1C(=O)CCC1=O
(67) COc1cc(-c2c(-c3ccccc3)c[nH]c2C(N)=O)cc(OC)c1OC
(68) Cc1cc(-c2nc3ccccc3s2)c(=O)n(NS(=O)(=O)c2ccc(Cl)cc2)c1C
(69) O=C(OCCOC(=O)N1CCOCC1)N1CCOCC1
(70) Nc1cc(=O)nc2cn[nH]n12
(71) COc1cc(CNC(=O)[C@]23CCC(C)(C)CC2C2=CCC4[C@@]5(C)CCC(OC(C)=O)C(C)(C)C5CC[C@@]4(C)[C@]2(C)CC3)ccc1OCc1cn(-c2ccc(C#N)cc2)nn1 (some centres undefined)
(72) N/N=C(\C(=N\N)c1ccccc1)c1ccccc1
(73) Clc1cccc(Cl)c1/C=C/c1cc(/C=C/c2ccccc2)c2ccccc2n1

screen / no. | 65 | 66 | 67 | 68 | 69 | 70 | 71 | 72 | 73
ACHN | 102 | 98 | 102 | 98 | 104 | 109 | 105 | 104 | 102
786-0 | 96 | 101 | 102 | 100 | 107 | 106 | 106 | 98 | 85
SN12C | 99 | 99 | 100 | 96 | 101 | 112 | 96 | 89 | 105
TK-10 | 102 | 121 | 132 | 115 | 101 | 105 | 104 | 99 | 79
IGROV1 | 94 | 99 | 97 | 88 | 109 | 108 | 103 | 97 | 118
RXF 393 | 186 | 133 | 82 | 104 | 114 | 101 | 120 | 118 | 112
UO-31 | 82 | 78 | 84 | 78 | 87 | 95 | 90 | 74 | 84
SK-OV-3 | 106 | 102 | 109 | 94 | 111 | 105 | 105 | 99 | 111
